# Screening results deposited in PubChem by Columbia University Molecular Screening Center.
# mHtt clearance: clearance of mutant huntingtin inclusions, primary screen, imaging, HeLa Exon1htt(103Q)mCFP, confocal imaging; 0.42% of 47,000 active; AID 853, 2007; inhibition, % at 1.5 µM; aggregate imaging; zero = plate's median compound well;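 active = inhibition of aggregate fluorescence above about 70%, also judged a hit by eye on the cell image, limit read from the data, passing the limit was not always enough; inconclusive = no rule stated for this call; inactive = not judged a hit on image review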;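 note: cells exposed to compound for three days before fixation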
# mHtt clearance grain fraction: second read-out of mHtt clearance, no call of its own (marks repeat the call); fraction fluorescence in grains; measured here: aggregate grain fluorescence fraction; hits give low values;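 scaled fraction of total cell fluorescence in grains with unit not stated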
# * = called active by the depositor; ? = inconclusive; nt = no result given. An excerpt; count on the stated rates, not on these rows.
mHtt clearance	mHtt clearance grain fraction	structure
-22	47	COC(=O)CSc1c(-c2ccccc2)c2cc(Cl)ccc2[nH]c1=O
2	46	CCC(C)NC(=O)CS(=O)Cc1nc(-c2ccccc2C)oc1C (configuration not stated)
-18	25	COc1cccc(NC(=O)CSCc2n[nH]c(=O)[nH]2)c1
40	12	CCN(CC)S(=O)(=O)c1cccc(C(=O)OCC(=O)N2CC(=O)Nc3ccccc32)c1
17	29	CCCc1cc(=O)[nH]c(SCC(N)=O)n1
51	10	C=CCn1c(SCC(=O)c2ccc(OC)cc2)nnc1-c1cc2cccc(OC)c2o1
3	33	OC(COc1c(Br)cc(Br)cc1Br)CN1CCOCC1 (configuration not stated)
-40	54	CCOC(=O)c1c(C)n(C)c2cc(OCCN(CC)CC)ccc12
15	17	COC(=O)c1ccc(N2CCN(C)CC2)c(NC(=O)c2cc3ccccc3o2)c1
-26	41	Cc1cc(C(F)F)n2nc(C(=O)Nc3ccc(S(=O)(=O)NC45CC6CC(CC(C6)C4)C5)cc3)nc2n1
35	15	O=C(Nc1ccc(N2CCOCC2)cc1N1CCOCC1)c1cccs1
12	16	CC(=O)c1cn(CC(=O)NCc2cccnc2)c2ccccc12
-74	53	O=C(CCC(=O)OCC(=O)c1ccc(Br)cc1)Nc1cccc2cccnc12
-16	43	c1ccc(N2CCN(C3CCSC3)CC2)cc1 (configuration not stated)
-24	29	O=C(Cc1ccccc1)Nc1ccc(N2CCN(Cc3ccccc3F)CC2)cc1
5	15	CN(c1ccccc1C(=O)N1CCc2ccccc2C1)S(C)(=O)=O
14	15	COc1ccc(OC)c(C2=NOC(C(=O)NCCN3CCOCC3)C2)c1 (configuration not stated)
-2	22	COC(=O)c1ccc(NC(=O)c2ccccc2)o1
16	33	Cc1cc(NC(=S)NC(=O)CC(C)C)ccc1Br
9	35	CN(C)c1cc[n+](CC(=O)Nc2cc(C(F)(F)F)ccc2Cl)cc1
47	10	CCCOC(=O)NC1C(NC(=O)OCCC)N(C)C(=O)N1C (configuration not stated)
22	28	COc1ccc2c(c1)c(C(=O)CNc1nc(C)cs1)c(C)n2C
9	15	Cc1noc(C)c1CSc1ccc2ccccc2n1
14	32	COc1cccc(-n2cc3c(c2-c2ccccc2)c(=O)n(C)c(=O)n3C)c1
24	28	Cc1ccc(CNS(=O)(=O)c2ccc3oc(C(=O)O)c(C)c3c2)cc1
-9	43	CNc1nc2ccccc2n1/N=C/c1cccc(OC)c1OC
-172	48	Cc1cc(C)c2c(n1)nn1c(N3CCOCC3)cc(C)nc21
-9	20	Cc1cccc(NC(=O)c2cc(NC(=O)C3CCCCC3C(=O)O)ccc2Cl)n1 (configuration not stated)
-14	19	Cc1cc(=O)oc(C)c1C(=O)O
2	42	Cn1c(C(=O)N2CCN(c3ccc(Cl)cc3)CC2)cc2c(=O)[nH]c3ccccc3c21
-20	22	C=CCNC(=O)C(C#N)c1nc2ccccc2nc1N1CCN(Cc2ccccc2)CC1 (configuration not stated)
34	13	CCOC(=O)C1=C(C)NC2=C(C(=O)CC(c3cccs3)C2)C1c1cccs1 (configuration not stated)
64	14	O=C(NC1c2ccccc2-c2ccccc21)c1ccco1
26	14	CCC(NC(=O)NCc1cccnc1)(C(F)(F)F)C(F)(F)F
-58	26	COC(=O)Cn1c2ccccc2c2nc(C)sc21
-26	48	COc1ccc(/C=N/NC(=O)c2cc(C)on2)c2ccccc12
21	17	Cn1c(=O)cc(NCCc2ccccc2)[nH]c1=O
?	nt	O=c1[nH]c(SCC2CCCCO2)nc2ccccc12 (configuration not stated)
-2	43	COC(=O)c1nc(NC(C)=O)n[nH]1
-2	45	COc1ccc(C2=NOC(C(=O)NCCCN3CCOCC3)C2)cc1 (configuration not stated)
-27	42	O/N=C1\CCCCc2ccccc21
1	29	O=C(Nc1ccccc1)N(Cc1ccc2c(c1)OCO2)Cc1nc2ccccc2c(=O)[nH]1
-20	47	Cc1ccc(-c2nc3s/c(=C\c4ccco4)c(=O)n3n2)cc1
-47	54	COc1ccc(Br)cc1C(=O)Nc1cccc(NC(=O)c2ccco2)c1
-5	40	CCC(=O)N1CCc2cc(S(=O)(=O)N(CC)c3cccc(C)c3)ccc21
-2	38	CCSc1nc2c(c(=O)[nH]1)C(c1ccccn1)C1=C(CC(C)(C)CC1=O)N2 (configuration not stated)
13	17	CN1C(=O)c2oc3ccccc3c(=O)c2C1c1ccccn1 (configuration not stated)
-6	41	Clc1ccc(CN2C3=NCCCN3c3ccccc32)cc1
17	17	COc1ccc(C(=O)N2CCN(C(=O)CC(C)C)CC2)cc1OC
12	17	CNc1nc(N)c(C(=O)C(C)(C)C)s1
52	21	CCC(C)NC(=O)c1c(N)n(/N=C/c2cccnc2)c2nc3ccccc3nc12 (configuration not stated)
-12	40	O=S(=O)(NCc1csc(-c2cccnc2)n1)c1ccc2c(c1)OCCO2
-3	38	COc1ccc(N2CC(C)Cn3c2nc2c3c(=O)n(CCN3CCOCC3)c(=O)n2C)cc1 (configuration not stated)
14	17	Cc1noc(C)c1CSc1nc2ccccc2[nH]1
-16	43	CCn1c(Cn2nnc(-c3ccccc3)n2)nnc1SCC(=O)Nc1ccccc1
-19	48	O=C(c1cc(-c2ccco2)on1)N1CCc2ccccc2C1
-14	24	O=c1c2c(nc3n1CCCCC3)sc1c(O)cccc12
32	13	CCOC(=O)Cc1cc(=O)[nH]c(/N=C(/NC(=O)c2ccccc2)Nc2ccccc2C(F)(F)F)n1
-13	39	Cc1oc(C)c2c(=O)ccc3c(c12)OC(N)=C(C#N)C3c1ccccc1Cl (configuration not stated)
24	16	COCCOC(=O)C1=C(C)N=C2SCCC(=O)N2C1/C=C/c1ccccc1 (configuration not stated)

# More records:
mHtt clearance	mHtt clearance grain fraction	structure
-24	26	c1ccc(-c2oc3ncnc(N4CCOCC4)c3c2-c2ccccc2)cc1
-4	21	COC(=O)c1c(C(=O)OC)c2cc(C)ccn2c1Cl
-33	60	CCCN1Cc2cccc(C(=O)Nc3ccc4c(c3)OCCO4)c2C1=O
?	nt	CCOC(=O)N1CCN(CC(O)c2ccc3cc[nH]c3c2)CC1 (configuration not stated)
22	33	Cn1c(=O)c2c(nc(NC3CCCCC3)n2CC(O)COc2ccccc2)n(C)c1=O (configuration not stated)
31	14	COc1ccccc1N1C(=O)c2cccc3c(C(=O)O)ccc(c23)C1=O
36	12	COC(=O)C1C(=O)NCC1c1ccc(OC)cc1 (configuration not stated)
57	8.3	COc1ccc(CCNC(=O)N2CCOCC2)cc1
-26	46	O=C(O)c1cc(S(=O)(=O)N2CCCCC2)ccc1F
-11	43	COc1ccc(-c2nn(C)c(=O)c3ccccc23)cc1NC(=O)COc1ccc(C)cc1
64	14	C/C(N)=C(/C#N)C(=O)CSc1nnc(COc2cc(C)ccc2C)o1
-2	38	CCOC(=O)Cn1c(=O)oc2cc(S(=O)(=O)NCCc3ccc(OCC)c(OCC)c3)ccc21
-31	22	CC(C(=O)N1c2ccc(F)cc2CCC1C)N1C(=O)c2ccccc2C1=O (configuration not stated)
-36	28	O=C(CCNS(=O)(=O)c1cccs1)N1CCCCCC1
42	23	O=c1[nH]c(=O)n(Cc2ccco2)c2c1C(C(F)(F)F)(C(F)(F)F)N=C(CCC1CCCCC1)N2
0	21	O=C(CNC(=O)c1ccco1)OCc1ccc(Cl)cc1
-27	27	CCc1nc(N2CCCC2)c(C#N)c2c1CCCC2
28	29	CN(C)S(=O)(=O)Nc1ccc(C(=O)O)cc1
-54	30	COc1ccc(C(=O)Nc2ccc(C)cn2)c(OC)c1
-20	24	O=C(NC(CO)c1ccccc1)c1ccco1 (configuration not stated)
-32	25	COc1ccc(CCNC(=O)CSc2nncn2N)cc1OC
8	29	Cc1ccc(CC(=O)NCCS(=O)c2ccc(Cl)cc2)cc1 (configuration not stated)
8	33	CC(C)C(O)P(=O)(OCc1ccccc1)c1ccc(N(C)C)cc1 (configuration not stated)
5	17	CC(=O)c1c(N)c(C#N)c(C)n1-c1ccc(Br)cc1
-22	53	O=c1oc2ccccc2cc1-c1cn2cccnc2n1
-27	45	Cc1nc2ncnn2c(C)c1CCC(=O)N1CCc2ccccc2C1
-91	34	O=C(NCc1ccco1)c1sc2ccccc2c1Cl
-9	44	COC(=O)C1=C(C)NC(C)=C(C(=O)OC)C1c1ccc(OC(=O)c2ccco2)cc1
-7	23	Cc1cc(CC(C)C)n(-c2nc3ccccc3c(=O)n2OCC(=O)N(C)C)n1
31	27	Cc1ccc(NC(=O)c2ccc3c(c2)OCCO3)cc1
53	17	O=C(NC1CCCCCC1)c1cc2n(n1)C(C(F)(F)F)CC(c1ccco1)N2 (configuration not stated)
14	17	CN(Cc1nc2ccccc2n1C)S(=O)(=O)c1ccc(Cl)cc1
12	16	CC(=O)Oc1ccccc1C1OC(=O)c2ccccc2N1C(C)=O (configuration not stated)
-12	44	COc1cccc(OC)c1C(=O)N1CCN(Cc2ccccc2C)CC1
4	41	COc1ccc(-n2c(SC)nc(O)cc2=O)cc1
2	20	CCCn1c(NC(=O)c2cccc(C)c2C)nc2ccccc21
-38	26	O=C(OCc1ccccc1Cl)c1ccc(-n2cnnc2)cc1
-33	44	O=C(NCCN1CCCCCC1)C1CCN(S(=O)(=O)N2CCOCC2)CC1
5	27	Cc1cc(Cl)c(S(=O)(=O)NC(C(=O)O)C(C)C)cc1OCC(=O)NC1CCCCC1 (configuration not stated)
-18	48	COc1ccc(CCNS(=O)(=O)c2cccc3nsnc23)cc1OC
-462	201	Cc1c(OC(=O)c2ccc([N+](=O)[O-])cc2)c2c(c[n+]1C)COC(C)(C)OC2
17	32	Cc1ccc(C)c(NS(=O)(=O)c2cc(C(=O)NCc3ccccn3)ccc2Cl)c1
-51	61	CC1CN(CCC(=O)Nc2ccc3c(c2)CCC3)CC(C)O1 (configuration not stated)
-27	47	CC1(C)CC(=O)C(C=NCCCn2ccnc2)=C(O)C1
56	9.7	O=c1c2[nH]c3ccccc3c2ncn1Cc1ccccn1
13	17	Cc1ccc(-c2nc(S(=O)(=O)c3ccc(F)cc3)c(SCC(=O)NCC3CCCO3)o2)cc1 (configuration not stated)
25	29	c1ccc(SCc2nc3ccccc3[nH]2)cc1
40	11	CCCCCn1c(CN2CCN(c3cccc(Cl)c3)CC2)nc2c1c(=O)[nH]c(=O)n2C
31	25	CCOC(=O)CCc1c(C)nc(SCC(=O)O)c(C#N)c1C
-20	45	CCCCN(Cc1ccccc1)S(=O)(=O)c1ccc2[nH]c(=O)oc2c1
-21	56	O=C(O)CN1C(=O)CNC1=O
29	14	CC(C)CCn1c(SCC(=O)c2ccccc2)nc2c1c(=O)[nH]c(=O)n2C
14	15	COc1ccc(C(OC(=O)c2ccco2)C(=O)NC2CCCCC2)cc1 (configuration not stated)
-39	65	CCOC(=O)N1CCN(c2cc(=O)n(-c3ccc(Br)cc3)c(=O)[nH]2)CC1
18	25	CCOCCCNC(=O)c1ccc2c(c1)N(Cc1ccccc1)C(=O)CS2=O (configuration not stated)
0	37	CCCN(CCC)C(=O)Cn1c2ccccc2c2nc(=O)cc(C)n21
38	23	COCCn1c(=S)[nH]c2cc(C(=O)N3CCN(Cc4ccc5c(c4)OCO5)CC3)ccc2c1=O
-42	43	Cc1ccc(S(=O)(=O)N/N=C/c2ccc(OCC(=O)Nc3ccccc3Cl)cc2)cc1
14	24	CC1(C(=O)O)CCC(C(=O)NC2CCCCC2)C1(C)C (configuration not stated)
35	12	CCN1CCN(CCCOc2ccc(-c3ccccc3)cc2)CC1

# Other structures:
mHtt clearance	mHtt clearance grain fraction	structure
2	19	CCC1CCCCN1C(=O)c1c[nH]c2ccc(S(=O)(=O)N(C)c3ccc(Cl)cc3)cc2c1=O (configuration not stated)
-28	22	CC(c1ccccc1)N1C(=O)CC(Sc2ncccc2C(=O)O)C1=O (configuration not stated)
4	33	COc1ccc(S(=O)(=O)N2CC3C4C=CC(C4)C3C2)cc1 (configuration not stated)
-36	51	COc1ccc(S(=O)(=O)N2CCCC(C(=O)NCCC3=CCCCC3)C2)cc1 (configuration not stated)
-17	21	O=C(CCC1COc2ccccc2O1)NCc1ccco1 (configuration not stated)
